From PubChem
SUMO1 PPI mod – modulators of human SUMO1-mediated protein-protein interactions. P63165. SUMO1 binding to a labelled peptide, TR-FRET, 1 h. inhibition, % at 20 µM. actives 0.33% (n = 360,000). AID 602429; in the data active means inhibition above about 37%
Target sequence (P63165 whole entry, looked up): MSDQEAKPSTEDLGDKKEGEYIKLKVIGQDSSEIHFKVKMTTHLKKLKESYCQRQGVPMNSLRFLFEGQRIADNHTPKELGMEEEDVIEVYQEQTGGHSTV
DNMT1 inh – inhibitors of human DNMT1; DNMT1 molecular beacon, Hinp1I cleavage, fluorescence; actives 0.83% (n = 360,000); inhibition (reported as % activation of signal), % at 10 µM; in the data active means inhibition above about 50%
MsrA inhibitor – bovine MsrA inhibition; purified bovine MsrA, absorbance read-out; AID 651718; inhibition, % at 15.5 µM; actives 0.75% (n = 360,000); in the data active means inhibition above about 4.5%;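 further: 0% = vehicle wells with enzyme and 100% = reference inhibitor wells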
Scp-1 inhibitor – blocks human Scp-1 phosphatase activity. actives 0.88% (n = 340,000). inhibition, % at 20 µM. AID 493091. Q9GZU7. Recombinant Scp1, phosphopeptide, malachite green phosphate absorbance;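 active means inhibition above about 50% at 20 µM, limit read from the data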;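 further: plate controls were DMSO wells with enzyme for no effect and wells lacking enzyme for full effect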
Target sequence (Q9GZU7 76-261 limits assumed): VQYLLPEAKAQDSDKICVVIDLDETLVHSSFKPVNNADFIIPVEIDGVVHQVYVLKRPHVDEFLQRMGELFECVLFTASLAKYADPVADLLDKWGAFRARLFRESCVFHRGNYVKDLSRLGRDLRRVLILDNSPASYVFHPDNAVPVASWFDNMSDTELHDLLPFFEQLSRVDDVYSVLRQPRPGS
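Test system: SCP-1 catalytic domain; Buffer or medium: Acidic Tris acetate buffer with magnesium and detergent; Also added: Phosphorylated 17-residue peptide substrate; Compound: single 20 µM dose, 1% DMSO; Schedule: enzyme reaction 45 min at room temperature, colour 5 min, stabilisation 30 min; Signal: Phosphate-binding colour reagent, absorbance read at 630 nm.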
STEP inh – STEP (human) phosphatase inhibition; P54829; inhibition, % at 20 µM; recombinant STEP, OMFP fluorogenic substrate, fluorescence; actives 0.25% (n = 360,000);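 active means inhibition at 20 µM, scaled per plate between control wells, above about 37%, limit read from the data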;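 further: 0% = DMSO with enzyme and substrate and 100% = substrate only without enzyme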
Target sequence (P54829 whole entry, looked up): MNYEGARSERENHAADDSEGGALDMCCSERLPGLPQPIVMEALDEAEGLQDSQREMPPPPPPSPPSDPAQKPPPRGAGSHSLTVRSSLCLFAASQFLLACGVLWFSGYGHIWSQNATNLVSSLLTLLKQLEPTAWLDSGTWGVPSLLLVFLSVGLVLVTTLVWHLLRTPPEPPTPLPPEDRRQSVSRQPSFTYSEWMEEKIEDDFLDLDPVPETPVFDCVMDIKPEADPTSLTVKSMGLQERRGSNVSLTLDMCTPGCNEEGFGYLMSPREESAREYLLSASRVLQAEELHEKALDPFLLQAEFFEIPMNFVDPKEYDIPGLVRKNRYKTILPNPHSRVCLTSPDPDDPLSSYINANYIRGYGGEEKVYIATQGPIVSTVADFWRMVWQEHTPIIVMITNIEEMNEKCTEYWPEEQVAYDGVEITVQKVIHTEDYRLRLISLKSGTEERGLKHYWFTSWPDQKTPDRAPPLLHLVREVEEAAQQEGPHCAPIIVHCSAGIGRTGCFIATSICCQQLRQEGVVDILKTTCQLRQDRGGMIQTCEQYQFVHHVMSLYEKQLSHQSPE
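Also added – OMFP at 25 µM · Test system – STEP tyrosine phosphatase · Technique – FITC-channel fluorescence of OMFP product · Schedule – 20 min at room temperature, dark · Evaluation – control-normalized % inhibition with plate pattern correction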
LMPTP inh – LMPTP (human) inhibition; P24666; recombinant LMPTP-A, OMFP fluorogenic substrate, fluorescence intensity; inhibition, % at 20 µM; actives 0.22% (n = 360,000);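 active means compounds that cut the enzyme signal by at least half of the control window in the single-dose screen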;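 further: plate controls were DMSO wells with enzyme plus substrate for no effect and substrate without enzyme for full effect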
Target sequence (P24666 whole entry, looked up): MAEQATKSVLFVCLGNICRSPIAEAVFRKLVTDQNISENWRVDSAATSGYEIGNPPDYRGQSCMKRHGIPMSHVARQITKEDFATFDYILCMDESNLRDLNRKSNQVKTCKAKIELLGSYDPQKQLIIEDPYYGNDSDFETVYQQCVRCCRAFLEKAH
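Test system: LMPTP-A phosphatase enzyme; input: 0.625 nM LMPTP-A final; reagent: OMFP substrate, 400 µM final; compound dosing: 20 µM single dose, 3% DMSO; incubation: 50 min dark incubation at room temperature; measured by: endpoint fluorescence intensity from OMFP dephosphorylation; measure: % inhibition relative to no-enzyme and uninhibited control wells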
MsrA act – bovine methionine sulfoxide reductase A activation | activation, % at 10.6 µM | AID 602163 | purified bovine MsrA, absorbance read-out | actives 0.3% (n = 360,000); in the data active means activation above about 7.5%;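 further: 0% = vehicle and 100% = reference activator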
NRP1-CendR mod – NRP-1/CendR interaction modulation | actives 0.85% (n = 360,000) | FAM-RPARPAR peptide binding to NRP-1, fluorescence polarization | inhibition, % at 25 µM | O14786;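 active means inhibition or corrected inhibition above about 18%, plus a signal ratio from 0.5 to 1.5, limit read from the data, passing the limit was not always enough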; further: strong numbers were not always called active
TbMetRS inhib – Trypanosoma brucei MetRS inhibition | purified T. brucei MetRS, ATP depletion, Kinase-Glo luminescence | inhibition, % at 11.9 µM | actives 0.4% (n = 360,000) | AID 624268;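 active means inhibition above a per-plate cutoff of the control wells' mean inhibition plus 3 SD, cut at about 5.5% in these data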;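 further: 0% = DMSO wells median and 100% = median of wells with control inhibitor compound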
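Material – parasite MetRS enzyme · Medium – HEPES-MgCl2-KCl buffer plus DTT, spermine, BSA, pyrophosphatase · Reagent – ATP, methionine and E. coli bulk tRNA substrates · Times – 15 min enzyme-compound preincubation, 2 h reaction, 10 min detection, 25 °C · Measured by – luminescence of leftover ATP · Evaluation – percent inhibition relative to median high and low control wells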
eLon inh – E. coli protease La inhibition; P0A9M0; purified E. coli Lon protease, fluorescence polarization; inhibition, % at 7.94 µM; actives 0.42% (n = 360,000); AID 602123; in the data active means inhibition above about 13%, passing the limit was not always enough;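 further: 0% = enzyme with probe and DMSO and 100% = no enzyme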
The depositor's hits bear a star; . = no result given.

SMILES	SUMO1 PPI mod	DNMT1 inh	MsrA inhibitor	Scp-1 inhibitor	STEP inh	LMPTP inh	MsrA act	NRP1-CendR mod	TbMetRS inhib	eLon inh
CC1CCCN(c2ccc(N)cc2C(N)=O)C1 (stereo not drawn)	-1	1	1.0	-3	-2	0.3	-7	19	-0.4	0
CCC(=O)N1CCCC(C(=O)NCc2ccc(C(C)C)cc2)CC1 (stereo not drawn)	-2	2	-1.1	.	-3	-1.0	-2	-18	-0.2	-3
COc1cccc(-c2cc3nc4c(c(NCC(C)(C)CN(C)C)n3n2)CCCC4)c1	4	1	1.6	-4	-2	12	-1	10	-0.7	-2
Cc1noc(C)c1CSc1ccc2ccccc2n1	2	-3	-0.7	0	4	-0.3	-3	0	-0.2	-5
CCC(C)(CCNC(=O)Cc1ccccc1)c1ccccc1OC (stereo not drawn)	4	-1	1.2	-13	0	1.0	-4	-1	-0.5	5
O=C(CC1CCCCC1)Nc1nc2ccccc2s1	2	4	-0.5	-5	1	0.2	-2	8	-0.6	-2
CSc1cccc(NC(=O)CC2Oc3ccccc3NC2=O)c1 (stereo not drawn)	3	0	0.5	-10	-1	-0.3	-3	1	0.3	5
Nc1ccc([N+](=O)[O-])cc1C(=O)NNC(=O)c1ccco1	-19	5	4.0	9	5	-2.1	-5	-2	-0.3	8
Cc1cc(NCCCn2ccnc2)n2ncc(-c3ccccc3)c2n1	3	3	.	-5	-1	-0.2	4	1	-1.1	-9
O=C(CNC(=O)c1ccc(Br)cc1)NCC(=O)OCC(=O)c1ccccc1	0	-1	0.8	-3	0	1.2	-1	20	0.1	0
CC(C)c1cccc(-c2csc(C(O)c3ccc(F)c(F)c3)n2)c1 (stereo not drawn)	3	-8	0.7	.	-1	4.2	-1	8	0.2	-7
O=c1cc(-c2c(F)c(F)c(F)c(F)c2F)oc2ccccc12	-7	5	-0.8	-8	1	0.0	-2	-1	0.5	-8
Cc1cc(=O)oc(C)c1C(=O)O	0	-2	-0.2	-2	-2	-0.6	-2	5	0.0	1
Cn1nc(C(C)(C)C)cc1NC(=O)C1(C)CCN1C(=O)CC(c1ccccc1)c1ccccc1 (stereo not drawn)	1	-3	-0.4	.	-1	3.2	-4	-3	-0.2	-18
O=C(COC(=O)Cc1c[nH]c2ccccc12)Nc1ccccc1C(F)(F)F	1	2	0.9	-8	-1	0.8	-2	-10	-0.3	-4
COc1ccc(C[C@H]2CN3C(=NC[C@@H]3C(C)C)N2CCNC(=O)CCC2CCCCC2)cc1	-5	0	-1.3	0	2	-0.4	1	-2	-0.2	-11
CCCN(CC(=O)Nc1ccccc1C)C(=O)c1ccc(S(=O)(=O)N2CCCCC2)cc1	-4	1	-0.8	0	0	-0.6	-3	3	-0.3	-2
C=CCN(c1ccccc1)S(=O)(=O)c1cccc(C(=O)Nc2cc(C)ccn2)c1	1	1	-0.2	7	1	0.9	-2	4	-0.2	7
O=C(NC(Cc1ccccc1)C(=O)NCCc1ccccn1)c1cccs1 (stereo not drawn)	-6	1	-2.1	-1	0	-0.4	-7	0	-1.4	-1
Cc1c(Cl)cccc1NC(=S)NCCc1ccc(S(N)(=O)=O)cc1	-3	-2	0.2	-10	12	1.9	1	10	-0.1	1
CCN(CC(=O)Nc1ccccc1OC)C(=O)c1cc(-c2ccccc2)nn1-c1ccccc1	3	0	1.4	-4	2	3.1	0	-1	-0.6	-9
O=C(Nc1ccccc1C(=O)Nc1ccccc1)c1ccccc1F	-9	-4	0.4	-1	-3	-1.0	-3	5	-0.2	6
COc1ccc(CNc2oc(-c3cccc4ccccc34)nc2C#N)cc1	-1	-12	-0.7	-14	1	5.1	0	2	0.4	-5
COC(=O)C1=C(N)OC2=C(C(=O)CC(C)(C)C2)C1c1ccccc1OC (stereo not drawn)	2	7	1.2	-7	-1	-0.4	-6	0	-0.2	-2
CCOC(=O)C1CCN(C(=O)CCCOc2ccccc2)CC1	0	7	-1.2	-7	2	0.1	-1	10	0.2	8
Clc1ccccc1CSc1ncccn1	3	-3	-0.2	-8	-18	-0.5	-10	3	-1.6	3
O=C(CNC(=O)c1cccs1)Nc1ccc2c(c1)OCCO2	3	-1	0.1	7	-2	-0.4	-8	-7	-0.6	10
N#Cc1ccc(-c2nc3ccc(Br)cn3c2Cc2cccc(Cl)c2)cc1	-9	-5	1.3	.	0	1.4	-4	-11	0.2	-9
COc1ccc(NC(=O)CN(C)C(=O)Cc2coc3cc(C)c(C)cc23)cc1	5	-4	-0.5	-2	0	-0.7	-3	-8	-0.5	-6
COc1ccc(CCNC(=O)CC2SC(N)=NC2=O)cc1OC (stereo not drawn)	1	-1	0.8	-8	0	-1.0	-8	16	-0.9	-4
COc1cccc(C(O)c2nc(-c3ccccc3C)cs2)c1 (stereo not drawn)	4	2	1.2	.	0	-0.3	-1	-8	0.6	-8
CCC(C)c1ccccc1NC(=O)c1cc2cccc([N+](=O)[O-])c2[nH]1 (stereo not drawn)	-26	-11	1.8	-14	2	3.5	-4	-4	0.0	1
CCC(c1nc2ccccc2[nH]1)n1c(=O)c(-c2cccnc2)nc2ccccc21 (stereo not drawn)	-12	.	2.5	.	.	0.0	.	8	-0.7	.
Cn1c(C(=O)N2CCN(c3ccc(Cl)cc3)CC2)cc2c(=O)[nH]c3ccccc3c21	7	-20	-0.2	-3	3	4.1	-2	11	0.3	8
CCCC(=O)Nc1ccccc1-c1nnc(SC)[nH]c1=O	1	-2	1.1	0	1	-0.8	-7	-1	-0.6	-8
O=C(Nc1ccc(-c2nc3ccccc3[nH]2)cc1)c1cccc(N2C(=O)CCC2=O)c1	2	-8	3.0	-6	1	5.2	-6	-2	0.2	5
COc1ccc(-c2csc(-c3cccs3)n2)c(OC)c1	-10	-4	0.3	-2	2	2.7	-8	5	-1.1	11
CCN1CCN(C(=O)c2ccc(C)c(S(=O)(=O)Nc3cccc(C)c3)c2)CC1	-2	0	0.3	-8	-1	-0.4	-3	6	0.3	3
COc1cc(C2NC(=O)NC(c3ccccc3)=C2C(C)=O)ccc1OCC#N (stereo not drawn)	3	-7	0.7	0	0	-0.3	-1	4	-0.1	0
Cc1ccc(NC(=O)N2CCCCCC2)cc1	10	-2	0.2	-8	0	-0.3	-5	10	0.0	-18
O=C(/C=C/Nc1cccc(C(F)(F)F)c1)c1ccc(Oc2ncccn2)cc1	-21	0	0.8	1	5	0.9	-6	-1	-0.9	-5
S=C1NC[C@H](c2ccccc2)N1CCCCC1CCCCC1	7	-5	-1.3	2	0	1.9	-3	3	-0.2	-3
O=C(Nc1ccc([N+](=O)[O-])cc1)c1cccc(S(=O)(=O)Nc2cccnc2)c1	-16	-4	1.7	-4	-1	1.2	-4	9	0.5	-5
COc1ccc(CCNC(=O)Cn2nnc(C(=O)Nc3ccc(Br)cc3)c2N)cc1OC	2	-7	-1.6	-11	0	1.4	-3	-7	0.0	-5
O=C(NCCS(=O)(=O)N1CCN(c2ccccc2)CC1)c1ccco1	3	3	-0.9	-9	-1	0.1	-1	5	0.3	-12
O=C(NCCc1nc2ccccc2[nH]1)/C(=C/c1ccco1)NC(=O)c1ccco1	-7	0	2.8	-5	-3	-1.6	-5	-9	0.1	-4
O=C(Cn1cc([N+](=O)[O-])cn1)NCc1ccc(-n2cccn2)cc1	-4	-7	-0.4	-6	0	0.7	-4	12	-0.3	2
C=CCNC(=O)C(C#N)c1nc2ccccc2nc1N1CCN(Cc2ccccc2)CC1 (stereo not drawn)	-4	-11	.	-5	0	0.6	1	34	0.0	0
O=C(CCSc1nc(-c2ccco2)cc(C(F)(F)F)n1)NCC1CCCO1 (stereo not drawn)	-5	-3	1.0	0	-4	-2.9	-5	-8	-0.6	1
CCOc1cc(/C=N/NC(=O)c2cccnc2)ccc1OCC(=O)N1CCOCC1	-4	0	3.4	-4	-1	-0.4	-7	-14	0.1	3

Pulled one by one from above, 4 records:
SMILES	SUMO1 PPI mod	DNMT1 inh	MsrA inhibitor	Scp-1 inhibitor	STEP inh	LMPTP inh	MsrA act	NRP1-CendR mod	TbMetRS inhib	eLon inh
CCCC(=O)Nc1ccccc1-c1nnc(SC)[nH]c1=O	1	-2	1.1	0	1	-0.8	-7	-1	-0.6	-8
O=C(COC(=O)Cc1c[nH]c2ccccc12)Nc1ccccc1C(F)(F)F	1	2	0.9	-8	-1	0.8	-2	-10	-0.3	-4
O=C(CNC(=O)c1ccc(Br)cc1)NCC(=O)OCC(=O)c1ccccc1	0	-1	0.8	-3	0	1.2	-1	20	0.1	0
Cc1noc(C)c1CSc1ccc2ccccc2n1	2	-3	-0.7	0	4	-0.3	-3	0	-0.2	-5

Next part
SMILES	SUMO1 PPI mod	DNMT1 inh	MsrA inhibitor	Scp-1 inhibitor	STEP inh	LMPTP inh	MsrA act	NRP1-CendR mod	TbMetRS inhib	eLon inh
COc1ccc(NC(=O)C(=O)NCCCO)cc1Cl	-1	-1	-0.8	-3	1	-1.0	-4	13	0.2	4
Cc1cc(C(=O)N2CCC(C(=O)O)CC2)c(C(F)(F)F)o1	3	2	-0.7	-7	-2	-1.2	-3	3	-0.6	0
CCS(=O)(=O)Nc1ccc(C2=NN(C(=O)c3ccco3)C(c3ccc(C)cc3)C2)cc1 (stereo not drawn)	-13	-6	.	-3	-2	2.6	-6	-3	-0.3	-1
CC(=O)Nc1ccc(NC(=O)CCn2c(=S)oc3ccccc32)cc1	1	8	-0.4	-1	0	1.1	-10	11	-0.9	3
CC(=O)Nc1ccc(S(=O)(=O)NC2CCS(=O)(=O)C2)cc1Cl (stereo not drawn)	-3	1	-1.2	-7	2	-0.2	-1	5	-0.3	7
Cc1ccc(S(=O)(=O)NNC(=O)c2cccc(O)c2)cc1	1	0	-1.2	-10	2	-1.1	-3	4	-0.3	4
COCC(=O)Nc1ccccc1C(=O)Nc1ccc(OC)cc1	-2	2	0.1	-5	0	-0.6	-4	7	-0.5	-12
CCCOc1ccc(-c2csc3ncn(Cc4ccc(C(=O)O)cc4)c(=O)c23)cc1	8	-3	1.6	-15	0	1.0	-4	-10	0.3	-5
COc1cc(NC(=O)C2(C)CCN2C(C)C)cc(OC)c1OC (stereo not drawn)	3	-34	0.0	.	-2	-1.3	-1	-2	-0.3	-8
CCN(CC)S(=O)(=O)c1cc(C(=O)Nc2ccccc2[N+](=O)[O-])ccc1Cl	-15	9	-1.5	-21	0	1.7	-2	-6	0.5	13
Cc1ccc(/C=N/Nc2cc(C)nc(NCc3ccccc3)n2)cc1	0	-8	1.1	-11	11	8.5	3	-1	-0.6	-1
Nc1ccc(SCC(=O)Nc2cccc([N+](=O)[O-])c2)cc1	-23	-1	1.1	-3	-4	-0.5	-7	7	-1.3	10
CC(=O)N1CCN(c2ccc(NC(=O)c3cccc(Cl)c3Cl)cc2)CC1	6	-10	1.8	3	0	0.7	0	1	-0.6	-5
